# Assay outcomes as filed in PubChem BioAssay.
# GAA inhib – alpha-glucosidase (human) inhibition. P10253. purified human GAA, 4-MU-alpha-glucoside fluorescence. Potency, µM (top dose mostly 76.9 µM), inactives show top-dose activity change, negative = inhibition, usual class: inhibitors. actives 0.005% (n = 200,000). AID 1466;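 further: potency means the concentration at half of the fitted maximal effect; plate controls were uninhibited enzyme wells for no effect and no-enzyme background for full effect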
#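 qHTS format, compound range up to 77 uM. Human lysosomal enzyme at 4 nM, 400 uM 4-MU glucoside substrate, pH 5.0, 20 min room temperature; fluorescence after alkaline stop gives activity normalized to controls.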
# HTT aggregate – reduces HttQ103-GFP aggregates in PC12 cells; PC12 HttQ103-GFP aggregates, Acumen cytometry, 40 h; Potency, µM (titrated, usually from 46.1 µM), without a hit: at the top dose activity change, negative = inhibition, actives largely listed as inhibitors; actives 1.1% (n = 220,000); further: potency means the concentration at half of the fitted maximal effect; on the % scale 0 is the no-effect control and ±100 the full control effect; nearly all actives have a fitted effect of over 60% in size
#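 Huntingtin Q103 exon 1–GFP aggregates in induced PC12 cells (100 nM tebufenozide) were quantified by cytometry from lysates, with compounds dosed in titration.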
# CBFb-RUNX1 inh – inhibitors of human CBF-beta and RUNX1 interaction | Q01196+Q13951 | AlphaScreen CBFb-His/RUNX1-biotin binding, biochemical | Potency, µM (doses to about 59.8 µM), without a hit: at the top dose activity, negative = inhibition, actives largely listed as inhibitors | 230,000 tested, under 10 active | AID 1477; further: % of control where 0% means no effect
# Target sequence (Q01196 whole entry, looked up): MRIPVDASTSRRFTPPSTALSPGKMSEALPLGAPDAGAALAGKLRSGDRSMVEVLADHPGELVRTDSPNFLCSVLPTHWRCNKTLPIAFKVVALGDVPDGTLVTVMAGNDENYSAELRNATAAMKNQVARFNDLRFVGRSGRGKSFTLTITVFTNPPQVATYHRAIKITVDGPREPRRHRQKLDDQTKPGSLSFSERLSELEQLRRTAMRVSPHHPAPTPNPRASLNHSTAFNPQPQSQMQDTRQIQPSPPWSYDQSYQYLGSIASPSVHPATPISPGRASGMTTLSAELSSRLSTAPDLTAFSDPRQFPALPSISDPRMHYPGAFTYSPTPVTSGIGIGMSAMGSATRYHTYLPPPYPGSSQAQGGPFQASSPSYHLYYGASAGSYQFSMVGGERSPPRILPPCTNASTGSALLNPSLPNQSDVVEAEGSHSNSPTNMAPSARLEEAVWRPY
# Target sequence (Q13951 whole entry, looked up): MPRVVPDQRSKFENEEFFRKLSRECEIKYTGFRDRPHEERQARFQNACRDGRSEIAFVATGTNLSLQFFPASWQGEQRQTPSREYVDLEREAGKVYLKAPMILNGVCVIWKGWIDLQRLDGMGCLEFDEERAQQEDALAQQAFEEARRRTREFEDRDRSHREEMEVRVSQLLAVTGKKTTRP
#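 CBF-beta (His) and RUNX1 (biotin), 30 nM each; 20 min preassociation; + compound, 15 min; + beads 50 ng each (Ni, streptavidin), 90 min; RT; AlphaScreen read.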
# Lamin A splicing – LMNA splicing modulation; HeLa LMNA splicing GFP/RFP minigene ratio, 48 h; Potency, µM (titrated, usually from 46.1 µM), for inactives: top-dose ratio change, negative = inhibition, usual class: inhibitors; actives 0.01% (n = 200,000); active means well fitted inhibition curve with a large enough effect in the signal ratio, with a control signal flat, not every such curve was filed as active; inconclusive means small, poorly fitted or top-dose-only effect, or effect the other way, or a change in a side signal; the % refers to the signal ratio; further: potency means the concentration at half of the fitted maximal effect; on the % scale 0 is the no-effect control and ±100 the full control effect
#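 S3 HeLa cells stably expressing lamin A-EGFP splicing minigene plus DsRed2, 600 cells/well, 48 h compound exposure at 37C. Laser-scanning cytometry; analysed as GFP (500-530 nm)/RFP (575-640 nm) total intensity ratio; 0.5% DMSO vehicle.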
# GAA glycogen – inhibitors or activators of human alpha-glucosidase glycogen cleavage | P10253 | recombinant GAA, glycogen substrate, Amplex Red glucose oxidase fluorescence | Potency, µM (highest dose often 76.4 µM), for inactives: at the highest dose activity change, negative = inhibition, actives largely listed as inhibitors | actives 0.38% (n = 300,000) | AID 2100;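 further: potency means the concentration at half of the fitted maximal effect; 0% = full enzyme reaction and -100% = no-enzyme basal signal; the screen sought inhibitors and activators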
#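 Recombinant human enzyme (4 nM); glycogen substrate; 37 C, 40 min, pH 5.0. Readout: coupled glucose oxidase/Amplex Red fluorescence.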
# aGlu spleen mod – inhibits or activates alpha-glucosidase in human spleen homogenate. P10253. human spleen homogenate, 4-MU-alpha-glucoside fluorescence. actives 0.006% (n = 240,000). Potency, µM (top dose mostly 79.9 µM), for inactives: at the top dose activity change, negative = inhibition, usual class: inhibitors;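 further: potency means the concentration at half of the fitted maximal effect; 0% = enzyme with vehicle and -100% = no enzyme basal signal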
#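 Enzyme source: human spleen homogenate, 1 ug/well. Buffer 50 mM citric acid/K phosphate pH 5.0, 0.01% Tween-20. 4-MU-alpha-glucoside 1 mM; 37 C x 40 min; NaOH/glycine stop; fluorescence.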
# HTT ATP protect – cytoprotection in Huntington HTT-Q103 PC12 cell model. AID 1471. Potency, µM (highest dose often 56.4 µM), without a hit: cytoprotection (ATP increase), usual class: activators. actives 0.14% (n = 230,000). PC12 HTT-Q103 induced, cytoprotection, ATP luminescence, 40 h;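 further: potency means the concentration at half of the fitted maximal effect; % of control where 0% means no effect; nearly all actives have a fitted effect of over 45% in size; toxic huntingtin expression switched on by the ecdysone agonist tebufenozide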
#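 Rat PC12, Q103 Htt exon1-GFP fusion, ecdysone promoter; tebufenozide inducer 100 nM final; compound titration; qHTS, 1500 cells/well; ATPlite luminescent read.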
# An asterisk follows results filed as active; ? = inconclusive; . = not tested or not shown; & = joins results of further samples; [ ] = remark or other dose. Unless noted, the call rests on the fitted dose curve; in most records, active means well fitted curve in the direction sought with a large enough effect; inconclusive means small, poorly fitted or top-dose-only effect, or another doubt; inactive means no such curve, though single readings can be large; an effect the other way counts as inactive or inconclusive.
SMILES	GAA inhib	HTT aggregate	CBFb-RUNX1 inh	Lamin A splicing	GAA glycogen	aGlu spleen mod	HTT ATP protect
Cn1cnnc1SCC(=O)Nc1c(F)cc(F)cc1Br	-2%	-1%	2%	12%	13%	1%	4%[10 µM]
CC(C)(C)c1ccccc1OCCOCCNCc1ccccc1	?	18µM*	-7%	?	5%	2%	21%[10 µM]
CCCCn1c(SCC(=O)c2cc(OC)ccc2OC)nc2cc(S(N)(=O)=O)ccc21	-11%	23%	-3%	2%	-9%	4%	10%[10 µM]
N#C/C(=C(/O)COc1ccccc1)c1nnc2n1CCCCC2	-5%	27%	-21%	.	10%	0%	-11%
Cc1ccc(NC(=O)c2cc(S(=O)(=O)NCCC3=CCCCC3)ccc2F)cc1	-11%	15%	-17%	?	0%	-2%	?
Cc1ncc(CO)c(/C=N/NC(=S)Nc2ccc(F)cc2)c1O	2%	?	.	?	-1%	-8%	25%[10 µM]
O=C(c1cccc(Br)c1)c1cn(-c2ccccc2)nc1C(=O)c1ccccc1	-7%	?	-2%	4%	-8%	2%	-10%
CN(C)c1ccc2nsnc2c1[N+](=O)[O-]	-6%	8%[9.22 µM]	6%	-8%[46 µM]	3%	-1%	1%[10 µM]
C=CCn1c(C)cc(C(=O)CSc2nnc3c(Cl)cc(Cl)cn23)c1C	1%	-2%	-2%	3%	1%	3%	11%
O=C(CSCc1c(F)cccc1Cl)NCC1CCCO1 (stereo not drawn)	2%	-6%	-2%	-2%	0%	-5%	6%
Cc1cc(N2CCC(C(=O)NC3CC3)CC2)nc(-c2ccccc2)n1	-2%	-12%	5%	-5%	8%	-1%	-11%
NC(CSCC(=O)O)C(=O)O (stereo not drawn)	.	5%	?	?	.	1%	-41%[inhibitor]
O=C(c1ccco1)N1CCN(S(=O)(=O)c2ccc(Br)s2)CC1	-10%	-2%	12%	-11%	-17%	-18%	7%
Cc1ccc(C(=O)c2c(NC(=O)c3cccnc3)sc3c2CCCC3)cc1	-5%	-3%	?	11%	-6%	-16%	-24%
Fc1cccc(C2NC(=S)NC3=C2N2CCC3CC2)c1 (stereo not drawn)	-2%	-2%	4%	4%	-2%	2%	-26%
COC(=O)c1sc(S(=O)(=O)N2CCCCC2C(=O)O)c(C(=O)OC)c1C (stereo not drawn)	-2%	0%	4%	11%	4%	-6%	-4%
CCOC(=O)CC(NC(=O)CCc1c(C)nc2ncnn2c1C)c1ccc(OC(C)C)cc1 (stereo not drawn)	0%	-2%	0%	2%[46 µM]	4%	3%	-17%
Cc1ccc(S(=O)(=O)c2cnc(-c3ccccc3)nc2Oc2ccccc2)cc1	3%	2%	2%	1%	-9%	-1%	-14%
CCCCNC(=O)c1cccc(NC(=O)C(=O)c2ccccc2NC(C)=O)c1	-21%	-14%	8%	-3%	17%	-3%	5%[10 µM]
C=CCn1c(SCC(=O)NC(=O)NC2CCCC2)nnc1C1CCCCC1	-5%	9%	1%	-5%	-3%	-3%	21%[10 µM]
CN(CC(=O)NCc1ccccn1)S(=O)(=O)c1ccc(F)cc1	-4%	-13%[9.22 µM]	2%	0%[46 µM]	-10%	1%	-13%[10 µM]
CCOCCCNC(=O)c1ccc2c(c1)ncn2C1CCCC1	-8%	0%	-1%	?	-4%	-8%	18%[10 µM]
CN(c1ccccc1)S(=O)(=O)c1ccc(NC(=S)Nc2ccccc2)cc1	1%	7%	2%	3%[0.0737 µM]	-4%	-4%	1%
COc1ccc(NC(C)C(=O)Nc2ccc(C#N)cc2)cc1Cl (stereo not drawn)	-5%	-11%	-7%	-17%	2%	-5%	-14%
CCOC(=O)C1CCN(c2c(C(=O)c3ccccc3)cnc3ccc(Cl)cc23)CC1	-8%	?	-11%	.	-1%	-4%	-25%
O=C(NCCN1CCOCC1)c1ccc(F)cc1	-10%	-11%	13%	-5%	-28%	5%	2%
CCOC(=O)CCC(=O)NNC(=O)COc1ccc(C(C)C)cc1Br	0%	2%	6%	-4%[46 µM]	1%	2%	-32%
Cc1cc(C)nc(N2C(=O)CC(Cc3ccccc3)C2=O)n1 (stereo not drawn)	?	18%	2%	-1%	3%	-13%	2%
Cc1cccc(Nc2nc(-c3ccccc3)c(C(=O)Nc3cccnc3)s2)c1	?	6.3µM*	3%	?	7%	-3%	12%[10 µM]
O=C(CNC1CCCCCC1)Nc1ccc(N2CCCC2)cc1	8%	23%	-4%	-8%	?	2%	-8%
CCOC(=O)c1ccccc1NC(=O)CCNC(=O)Cn1cnc2ccccc2c1=O	-4%	10%	1%	13%	3%	-1%	-13%
O=S1(=O)N=C(N2CCN(Cc3ccccc3)CC2)c2ccccc21	-13%	2%	4%	11%	-2%	2%	-13%
CC(C)(C)CN1C(N)=NC[C@@H]1Cc1ccc(O)cc1	.	14%[9.22 µM]	10%	.	1%	-6%	-2%[10 µM]
CCCCC/C=C\C[C@@H](O)/C=C/C=C\C/C=C\CCCC(=O)O	.	.	?	.	.	-7%&2%	-42%&-9%
CCn1c(=O)c(-[n+]2ccccc2)c(O)c2ccccc21	-6%	-3%	-2%	4%	6%	-9%	-9%[0.074 µM]
CCN(CC)c1ccc(/C=N/OCC(=O)N2CCCc3ccccc32)cc1	-5%	-16%	-17%	?	-13%	-18%	10%[10 µM]
CCN(CC)CCCNC(=O)CC1Oc2ccc(C)cc2NC1=O (stereo not drawn)	-2%	-2%	2%	4%	-14%	0%	-4%
COP(C)(=O)c1c(C)nn(-c2ccccc2)c1C (stereo not drawn)	2%	-5%	10%	5%	0%	-3%	1%
CCOC(=O)c1ccc(NC(=O)CC2S/C(=N/N=C3/NC(=O)CS3)NC2=O)cc1 (stereo not drawn)	4%	-8%	?	6%[46 µM]	-1%	0%	-41%[inhibitor]
Cc1ccc(SC2=C(Sc3ccc(C)cc3)C(=O)c3ccccc3C2=O)cc1	.	-12%[9.22 µM]	0%	.	-23%	2%	-1%[10 µM]

# With a hit mark in HTT aggregate (from the list above):
smiles	HTT aggregate	CBFb-RUNX1 inh	Lamin A splicing	GAA glycogen	aGlu spleen mod
CC(C)(C)c1ccccc1OCCOCCNCc1ccccc1	18µM*	-7%	?	5%	2%
Cc1cccc(Nc2nc(-c3ccccc3)c(C(=O)Nc3cccnc3)s2)c1	6.3µM*	3%	?	7%	-3%

# The listing continues:
SMILES	GAA inhib	HTT aggregate	CBFb-RUNX1 inh	Lamin A splicing	GAA glycogen	aGlu spleen mod	HTT ATP protect
CCNC(=O)c1c(NC(=O)c2cc(-c3cc(C)ccc3O)n[nH]2)sc2c1CCCC2	0%	19%	6%	?	-3%	-5%	.
O=C(Nc1ccc2c(c1)CCC2)c1ccc(Br)s1	5%	17%[9.22 µM]	-1%	.	7%	1%	12%
Nc1nc2nc(-c3ccc(F)cc3)cc(C(F)(F)F)n2n1	?	19%	9%	.	10%	12%	.
O=C(O)CNC(=O)CCN1C(=O)c2ccccc2C1=O	-3%	-10%	6%	13%	2%	-17%	-10%
Cc1cnc(C(=O)N2CCN(S(=O)(=O)c3ccc4ccccc4c3)CC2)cn1	1%	13%	-3%	0%	-13%	4%	-4%
Cc1ccc(SCC(=O)NNC(=O)C2CCCCC2)cc1	7%	8%	6%	-2%	-6%	9%	27%
CCOC(=O)c1cccc(NC(=O)CSc2nc(N)cc(N)n2)c1	-5%	-10%	1%	-4%	-7%	1%	-15%
CCN1CCN(Cc2ccc(NC(=O)c3ccc(C)c(NC(=O)C4=NN(c5ccccc5)C(=O)C4)c3)cc2C(F)(F)F)CC1	.	36%[9.22 µM]	-10%	.	-2%	-2%	-15%[10 µM]
CCc1nnc(NC(=O)CSc2nnc(-c3cccnc3)n2CCc2ccccc2)s1	-6%	2%	1%	-2%	10%	4%	-9%[10 µM]
CCOCC(=O)Nc1c(C)n(C)n(-c2ccccc2)c1=O	?	-3%[9.22 µM]	10%	24%[46 µM]	9%	-1%	-9%[10 µM]
CCOC(=O)c1c(C)[nH]c(C(=O)COC(=O)CSCC(=O)N(CC)CC)c1C	-5%	12%	-7%	-2%	-7%	4%	-17%
CCCn1c2ccccc2c2nnc(SCC(=O)Nc3nnc(CC(=O)OCC)s3)nc21	-3%	11%	-4%	11%	-5%	-6%	-4%
Cc1nc(NCCN2CCOCC2)c2oc3ccccc3c2n1	0%	-9%	6%	8%	4%	-8%	-8%
O=C(O)CSc1nc2c(c(=O)[nH]1)CCCC2	4%	-12%	2%	0%	-7%	-1%	20%
CCOc1nc(NCCN2CCOCC2)nc(Nc2ccc([N+](=O)[O-])cc2)n1	?	-14%	3%	.	-26%	-5%	-21%
CCNC(=O)C12CCC(C)(C(=O)O1)C2(C)C (stereo not drawn)	-9%	8%	7%	?	2%	1%	-18%
C=Cn1cc[n+](CC(=O)c2ccc(C)cc2)c1	-2%	-3%	1%	.	0%	-2%	-32%[inhibitor]
CCN(CC)S(=O)(=O)c1cccc(NC(=O)COc2ccc(F)cc2Br)c1	-7%	12%	9%	.	-4%	0%	-18%
CC(C)(CNC(=O)COc1ccccc1Cc1ccccc1)N1CCOCC1	0%	-5%	6%	.	-1%	-3%	-34%[inhibitor]
Cn1c(SCC(=O)NCCc2ccc(S(N)(=O)=O)cc2)nc2ccccc2c1=O	?	3%	-15%	-19%[46 µM]	6%	6%	1%
CCn1c(CSCc2c(Cl)cccc2Cl)n[nH]c1=S	0%	-4%	-3%	.	-27%	0%	9%[10 µM]
O=C1C2CC=CCC2C(=O)N1c1ccc(N2CCN(c3ccccn3)CC2)c([N+](=O)[O-])c1 (stereo not drawn)	-3%	-21%	-27%	.	-9%	-1%	-27%
O=C1CC(N2C(=O)/C(=C/C=C/c3ccccc3)SC2=S)C(=O)N1c1ccccc1 (stereo not drawn)	-5%	?	-2%	-7%	3%	3%	16%[10 µM]

# Copied from the list:
# `CCc1nnc(NC(=O)CSc2nnc(-c3cccnc3)n2CCc2ccccc2)s1` – Lamin A splicing: -2%
# `CC(C)(CNC(=O)COc1ccccc1Cc1ccccc1)N1CCOCC1` – GAA glycogen: -1%
